Compound activity from PubChem.
Bcl-B TR3 displacers: displacers of TR3 peptide from Bcl-B, primary screen, selectivity assay for Bfl-1 inhibitor project, biochemical, fluorescence polarization; FP displacement of FITC-TR3 peptide from Bcl-B; higher % means a stronger effect; displacement, % at 20 µM, or IC50 in µM where a hit was titrated; 96,000 tested, 0.11% active; AID 748;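 active means displacement above 50% at 20 µM plus a fluorescence interference ratio under 1.5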;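 further: plate controls were wells without compound for no effect and wells lacking Bcl-B protein for full effect; a part of the inactive calls stands beside numbers as strong as those of hits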
MRP reversal: MRP-mediated drug resistance reversal; 85,000 tested, 0.04% active; AID 602; H69AR cells + 2 uM doxorubicin, CellTiter-Glo, 72 h; differential viability (reversal), % at 10 µM;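 active means viability drop by adding the cancer drug above about 55%, with treated viability meeting a 40% cutoff, limit read from the data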;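 further: viability without doxorubicin minus viability with 2 µM doxorubicin for each compound; larger differential means the compound sensitizes cells more to doxorubicin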
IL1B NFkB pot: enhances IL-1B driven NFkB nuclear translocation; HUVEC IL-1B NFkB p65 nuclear translocation imaging; 94,000 tested, 0.3% active; activation, % at 2 µM; AID 819;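 active means activation above 40%, about the mean plus 3 SD, also judged a hit on visual image review; inconclusive means activation above 40% but not a hit on visual review; inactive means activation not above 40% and no visual hit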;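 further: percent activation is computed from the nuclear over cytoplasmic p65 intensity ratio; values of inactives mirror those of a sister screen read the other way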
NFkB transloc inh: blocks IL-1B driven NFkB nuclear translocation in HUVEC cells; AID 796; inhibition, % at 2 µM; HUVEC IL-1B NFkB p65 nuclear translocation imaging; 94,000 tested, 0.43% active;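 active means inhibition above about 30% together with a positive call from visual inspection of the well image, limit read from the data; inconclusive means inhibition above a set limit but visual check negative; inactive means inhibition not above a set limit, visual check negative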;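 further: nuclear over cytoplasmic p65 intensity ratio measured by imaging; 0% = IL-1B stimulated DMSO wells and 100% = unstimulated DMSO wells; values of inactives mirror those of a sister screen read the other way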
PLAP inhibition: PLAP enzyme inhibitors, biochemical, luminescence, HTS (AID 690) | one-dose inhibition, % at 20 µM; IC50 in µM for titrated hits | 96,000 tested, 0.08% active | purified PLAP, luminescent substrate; higher % means a stronger effect; in the data active means a potency from the dose series; inactive means the rest, 99 in 100 with inhibition below about 30%; further: strong numbers were not always called active
MRP reversal cytotoxicity: also measured in MRP reversal; calls as there; viability, %; H69AR cells, CellTiter-Glo, 72 h; measured here: cytotoxicity without doxorubicin
MRP reversal with doxorubicin: also measured in MRP reversal; calls as there; viability, %; measured here: viability with 2 uM doxorubicin; hits give low values
NFkB transloc inh cell count 2 µM: further read-out of NFkB transloc inh, marked with its call; cell count; measured here: cells passing quality filter;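 raw number of nuclei counted in each imaged well without normalization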
IL1B NFkB pot cell count 2 µM: also measured in IL1B NFkB pot; calls as there; cell count; measured here: cells passing quality filter
An asterisk follows results filed as active; ? = inconclusive; · = no result given. An excerpt; the hit share may differ from the screen's.

Values in the order – Bcl-B TR3 displacers | MRP reversal | MRP reversal cytotoxicity | MRP reversal with doxorubicin | IL1B NFkB pot | IL1B NFkB pot cell count 2 µM | NFkB transloc inh | NFkB transloc inh cell count 2 µM | PLAP inhibition
O=C(c1cccc(F)c1)N1CCN(S(=O)(=O)c2ccccc2)CC1
  -6% | 3 | 97 | 94 | 1 | 115 | 0 | 115 | 9%
CCOc1ccccc1N(CC(=O)NC1CCCCC1)S(C)(=O)=O
  5% | 5 | 98 | 93 | · | · | · | · | -58%
O=C1C2C3C=CC(C3=C(c3ccccc3)c3ccccc3)C2C(=O)N1CCO (configuration not stated)
  -4% | 4 | 108 | 104 | -4 | 161 | 4 | 161 | -69%
O=C(OCC(=O)N1CCN(c2ccccc2)CC1)c1ccc2ccccc2n1
  -4% | 0 | 74 | 74 | -9 | 110 | 9 | 110 | 22%
CC(=O)Nc1ccc(N2C(=O)C3C4CC(=O)C(c5ccccc54)C3C2=O)cc1 (configuration not stated)
  -3% | · | · | · | -5 | 127 | 5 | 127 | 4%
Cc1[nH]nc2ncc(C(=O)c3cc(Cl)cc(Cl)c3O)cc12
  -69% | · | · | · | -14 | 149 | 14 | 149 | -28%
CCN=C1SC(C(=O)NCCc2ccccc2)CC(=O)N1CC (configuration not stated)
  4% | 19 | 89 | 71 | · | · | · | · | -6%
Cc1cc(NC(=O)CN2CCN(c3ccc(O)cc3)CC2)no1
  -5% | -6 | 85 | 90 | -18 | 181 | 18 | 181 | -15%
Cc1cc2occ(CC(=O)NC3=NCCS3)c2cc1C(C)C
  -11% | -1 | 96 | 97 | 21 | 135 | -21 | 135 | 5%
CCC(C(=O)NC(C)(C)C)N(C(=O)Cn1nnc(-c2ccccc2F)n1)c1cccc2c1CCCC2 (configuration not stated)
  1% | · | · | · | -2 | 157 | 2 | 157 | -8%
O=C(NCc1ccco1)c1cc2nc(C3CC3)cc(C(F)(F)F)n2n1
  -4% | 8 | 91 | 83 | -5 | 140 | 5 | 140 | -12%
CC(C)NC(=O)c1sc2nc3c(c(-c4cccs4)c2c1N)CN(C)CC3
  12% | · | · | · | 20 | 152 | -20 | 152 | -101%
Cc1cc(C(F)(F)F)nn1CC(=O)NCc1ccccc1
  4% | 9 | 101 | 92 | 6 | 66 | -6 | 66 | 21%
CCN1C(=O)N(CC)C2C1N(C(C)=O)C(=O)N2C(C)=O (configuration not stated)
  · | -15 | 91 | 105 | 12 | 162 | -12 | 162 | ·
CN(C)S(=O)(=O)c1ccc(C(=O)NCCOc2ccc(F)cc2)cc1
  3% | -7 | 94 | 101 | 39 | 174 | -39 | 174 | 26%
Cc1ccc(NC(=O)c2ccc(OC(=S)N3CCOCC3)cc2)cc1
  -7% | · | · | · | 3 | 191 | -3 | 191 | 7%
O=C(C1CCCN1S(=O)(=O)c1cccc2cccnc12)N1CCn2c1nc1ccccc12 (configuration not stated)
  4% | -8 | 83 | 91 | 26 | 63 | -26 | 63 | -37%
Cc1cc2nc(-c3ccc(SCC(=O)N4CCN(C(=O)c5ccco5)CC4)nc3)[nH]c2cc1C
  0% | -9 | 12 | 21 | 24 | 155 | -24 | 155 | -60%
O=C(Nc1nccs1)c1cc2sccc2n1Cc1ccc(F)cc1
  -14% | · | · | · | 5 | 156 | -5 | 156 | 1%
Cc1ccc(Nc2cc(=O)oc3ccccc23)c(C)c1
  -7% | · | · | · | 5 | 97 | -5 | 97 | 0%
CCCn1c(N)c(N2CCCCC2)c(=O)n(CC(=O)Nc2ccc(OC(F)(F)F)cc2)c1=O
  -3% | -5 | 86 | 91 | 4 | 150 | -4 | 150 | -4%
O=C1Nc2ccc(NS(=O)(=O)c3cccs3)c3cccc1c23
  10% | 11 | 90 | 80 | 17 | 125 | -17 | 125 | 28%
Cc1cc(N/C(=N\S(=O)(=O)c2ccc(F)cc2F)c2ccccc2)no1
  4% | · | · | · | -8 | 192 | 8 | 192 | 3%
CC(=O)N1CCN(C(=S)c2ccc(-c3ccc(Cl)cc3)o2)CC1
  3% | · | · | · | · | · | · | · | 4%
CCC(=O)NC1=C(C#N)C2(CCCC2)Cc2ccccc21
  1% | 8 | 97 | 89 | · | · | · | · | -6%
COc1ccc(-c2nnc(SC)n2C)cc1
  -3% | 4 | 91 | 88 | 10 | 94 | -10 | 94 | 11%
COc1ccc(OC)c(Nc2nc3nonc3nc2N2CCCCC2)c1
  -180% | · | · | · | -3 | 109 | 3 | 109 | 0%
COc1ccc(C(C)(C)C)cc1NC(=O)c1ccoc1C
  -6% | 15 | 100 | 85 | -15 | 95 | 15 | 95 | 2%
Cc1nc2ncnn2c(N2CCC(C(=O)NC3CCCC3)CC2)c1Cc1ccccc1
  -8% | 29 | 54 | 25 | 2 | 166 | -2 | 166 | -73%
CCOC(=O)c1c(C)n(C)c2ccc(O)c(CN3CCN(C)CC3)c12
  -1% | 4 | 90 | 86 | -12 | 137 | 12 | 137 | -30%
COCC(C)n1c(C)cc(C(=O)COC(=O)c2ccc(N3CCCC3=O)cc2)c1C (configuration not stated)
  5% | -8 | 84 | 92 | 5 | 147 | -5 | 147 | -66%
Cc1ccc(/C=C/C(=O)N2CC(C)CC(C)C2)o1 (configuration not stated)
  -4% | · | · | · | -2 | 153 | 2 | 153 | 3%
CC(=O)Nc1ccc2nc(C3CCCCC3)[nH]c2c1
  -12% | · | · | · | ? | · | -45 | 153 | -19%
Cc1ccc(-n2ncc3c(NCCCOC(C)C)ncnc32)c(C)c1
  -21% | -9 | 37 | 46 | 24 | 168 | -24 | 168 | ·
O=C(CCN1CCCCC1c1cccnc1)NCc1ccccc1 (configuration not stated)
  3% | 4 | 81 | 77 | -6 | 115 | 6 | 115 | 7%
CCn1c2ccccc2c2cc(/C=N/NC(=O)c3ccccc3)ccc21
  0% | · | · | · | 1 | 152 | -2 | 152 | -27%
COc1ccc(-n2c(C)nc3cc(C(=O)O)ccc32)cc1
  17% | 2 | 88 | 86 | · | · | · | · | -5%
COc1cc(/C=C2/SC(=O)N(Cc3ccccc3Cl)C2=O)ccc1OCc1ccncc1
  -4% | · | · | · | -1 | 139 | 1 | 139 | 7%
CCCCCNC(=O)C(C#N)c1nc2ccccc2nc1N1CCCC1 (configuration not stated)
  -6% | 5 | 96 | 91 | 7 | 175 | -8 | 175 | 2%
CCCc1cc(=O)[nH]c(SCC(=O)Nc2cc3c(cc2C(C)=O)OCO3)n1
  -3% | 0 | 66 | 66 | 10 | 93 | -10 | 93 | 12%
Cc1nn(CC(=O)NCCc2ccc(Cl)cc2)c(C)c1[N+](=O)[O-]
  1% | · | · | · | -4 | 162 | 4 | 162 | 13%
O=C(Oc1ccccc1)c1ccc(-n2cnnn2)cc1
  10% | -3 | 104 | 107 | 15 | 93 | -15 | 93 | 5%
Cc1cc(NC(=O)CCC(=O)N(CCC(C)C)CC(=O)NCC2CCCO2)no1 (configuration not stated)
  5% | 3 | 97 | 95 | -3 | 163 | 3 | 163 | -38%
COc1ccc2nc(N3CCCC(C(=O)NCCCN4CCN(C)CC4)C3)sc2c1 (configuration not stated)
  -7% | · | · | · | 8 | 111 | -8 | 111 | -32%
Nc1c(C(=O)NCCN2CCOCC2)c2nc3ccccc3nc2n1-c1ccccc1
  1% | -19 | 36 | 54 | 23 | 207 | -23 | 207 | -85%
O=S(=O)(NCCc1ccccc1)c1ccc(S(=O)(=O)N2CCCCC2)cc1
  -4% | 1 | 100 | 99 | -1 | 75 | 1 | 75 | 17%
O=C(CSc1nc(C2CC2)nc2sc3c(c12)CCCC3)NCc1ccco1
  -12% | 3 | 71 | 68 | · | · | · | · | 16%
Clc1ccc(-c2nc(Cc3ccccc3)no2)cc1
  -7% | -9 | 99 | 108 | · | · | · | · | 19%
O=C(Cn1c(NCCO)nc2ccccc21)c1cccs1
  7% | 9 | 90 | 81 | 2 | 162 | -2 | 162 | 8%
Cc1sc(Nc2ccc([N+](=O)[O-])cc2)nc1-c1c(C)n(C)n(-c2ccccc2)c1=O
  4% | · | · | · | 0 | 113 | 0 | 113 | -24%
CC1=C(C(=O)Nc2ccccc2)C(c2ccncc2)C(C#N)=C(SCC(=O)Nc2ccccc2)N1 (configuration not stated)
  0% | 6 | 11 | 5 | 2 | 179 | -2 | 179 | -2%
COCCn1c(C)cc(C(=O)CSc2n[nH]c(N)n2)c1C
  -4% | 18 | 94 | 75 | -4 | 108 | 4 | 108 | -61%
CCOC(=O)c1c(NS(=O)(=O)c2ccc(Br)cc2)sc2c1CCC2
  · | -2 | 76 | 78 | -17 | 92 | 17 | 92 | ·
O=C1NCC(COCc2ccccc2)O1 (configuration not stated)
  2% | 15 | 99 | 84 | · | · | · | · | 7%
CCCNc1cc(C)c(C#N)c2nc3ccccc3n12
  · | -28 | 37 | 65 | 9 | 125 | -9 | 125 | ·
O=C(NNS(=O)(=O)c1ccc(Br)cc1)c1ccncc1
  7% | · | · | · | -35 | 134 | 35* | 134* | 7%
CCN(CCNS(=O)(=O)c1ccc2c(c1)oc(=O)n2C)c1ccccc1
  -2% | 9 | 94 | 85 | -4 | 184 | 4 | 184 | 6%
O=c1cc(-c2ccccc2)nc2nc(CCc3ccccc3)[nH]n12
  -8% | 1 | 87 | 85 | 4 | 123 | -4 | 123 | -4%
CC(C)CCOc1cccc(OCC(=O)N(C)C2CCS(=O)(=O)C2)c1 (configuration not stated)
  2% | -7 | 88 | 95 | · | · | · | · | -8%
Cc1ccc2c(c1)N1C(=O)c3ccccc3C1C1=C(CC(C)(C)CC1=O)N2 (configuration not stated)
  · | -22 | 56 | 79 | 27 | 133 | -27 | 133 | ·

Of the compounds above, these have bromine:
Values in the order – Bcl-B TR3 displacers | MRP reversal | MRP reversal cytotoxicity | MRP reversal with doxorubicin | IL1B NFkB pot | IL1B NFkB pot cell count 2 µM | NFkB transloc inh | NFkB transloc inh cell count 2 µM | PLAP inhibition
CCOC(=O)c1c(NS(=O)(=O)c2ccc(Br)cc2)sc2c1CCC2
  · | -2 | 76 | 78 | -17 | 92 | 17 | 92 | ·
O=C(NNS(=O)(=O)c1ccc(Br)cc1)c1ccncc1
  7% | · | · | · | -35 | 134 | 35* | 134* | 7%

Other entries
Values in the order – Bcl-B TR3 displacers | MRP reversal | MRP reversal cytotoxicity | MRP reversal with doxorubicin | IL1B NFkB pot | IL1B NFkB pot cell count 2 µM | NFkB transloc inh | NFkB transloc inh cell count 2 µM | PLAP inhibition
CNC(=O)c1cc(S(=O)(=O)N(C)C)ccc1Cl
  -3% | 1 | 95 | 94 | -7 | 141 | 7 | 141 | 8%
Cc1cc(N(C)C)cc(C)[n+]1[O-]
  0% | -13 | 102 | 115 | 2 | 123 | -2 | 123 | -4%
CC(c1ccco1)N(C(=O)COc1ccccc1[N+](=O)[O-])c1ccccn1 (configuration not stated)
  -6% | 11 | 87 | 77 | 19 | 106 | -19 | 106 | 9%
COc1ccc(NC(=O)C2CC(=O)n3ncnc3N2)cc1 (configuration not stated)
  1% | · | · | · | -8 | 185 | 8 | 185 | 0%
O=C(c1ccc(S(=O)(=O)N2CCCCCC2)cc1)N1CCN(c2ccccn2)CC1
  0% | -2 | 69 | 71 | -8 | 83 | 8 | 83 | -68%
COc1ccc(C(=O)OCCNC(=O)c2c(Cl)nc3ccccn23)cc1
  8% | 14 | 85 | 71 | 15 | 173 | -15 | 173 | -11%
Cc1ccc(S(=O)(=O)NC(CC(C)C)C(=O)Oc2ccc3c4c(c(=O)oc3c2)CCC4)cc1 (configuration not stated)
  2% | · | · | · | 4 | 179 | -4 | 179 | -16%
C=C(C)Cc1c(C)nc(-c2ccccc2)[nH]c1=O
  · | 10 | 103 | 93 | 12 | 158 | -12 | 158 | ·
CCc1ccc2c(c1)C1(SC(NC(C)=O)=NN1C(C)=O)C(=O)N2C(C)C (configuration not stated)
  0% | · | · | · | -19 | 174 | 19 | 174 | -10%
